# BCLXL inh = inhibitors of human Bcl-xL, primary screen, biochemical, fluorescence polarization, HTS; GST-Bcl-xL / FITC-Bim BH3 peptide fluorescence polarization; inhibition, % at 10.9 µM; AID 2129, 2009; hit rate 0.7% among 320,000;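 active = inhibition above the mean of all tested compounds plus 3 SD, cutoff set per campaign, cut at about 30% in these data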;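 also: 0% = DMSO wells and 100% = unlabeled Bim-BH3 peptide competitor; inhibitors lower millipolarization by displacing the labeled peptide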
# ZTA counter = blocks Epstein-Barr virus ZTA, an EBNA-1 counter-screen | P03206 | hit rate 0.15% among 320,000 | ZTA-DNA binding, fluorescence polarization | AID 2234 | inhibition, % at 11 µM; in the data active = inhibition above about 33%
# MCL1 BIM primary = inhibitors of MCL1 binding to BIM-BH3, primary screen, biochemical, fluorescence polarization | Induced myeloid leukemia cell differentiation protein Mcl-1 (Homo sapiens), Q07820 | GST-MCL1 / FITC-Bim-BH3 fluorescence polarization | inhibition, % at 10.9 µM | hit rate 0.68% among 320,000;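 active = inhibition above the mean inhibition of all tested compounds plus 3 SD, set per campaign, cut at about 40% in these data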;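 also: 0% = DMSO wells and 100% = unlabeled Bim-BH3 peptide control; higher means more loss of mP so more displacement of Bim peptide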
# Fam108B counter = mouse Fam108B serine hydrolase inhibitors, primary screen, counter-screen for RBBP9 inhibitor project, biochemical, fluorescence polarization. recombinant Fam108B, FP-Rh probe fluorescence polarization. inhibition, % at 9.51 µM. hit rate 0.33% among 300,000. AID 1947, 2009;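 active = inhibition above the screen mean inhibition plus 3 SD, computed separately per campaign, cut at about 18% in these data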;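 also: inhibitors lower polarization as less probe binds the enzyme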
# GLD-1 RNA inh = GLD-1/TGE RNA complex disruptors, primary screen, biochemical, fluorescence polarization. Female germline-specific tumor suppressor gld-1 (Caenorhabditis elegans), Q17339. purified GLD-1 + fluorescein TGE RNA. inhibition, % at 5.96 µM. hit rate 0.44% among 320,000. AID 2280, 2010;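 active = percent inhibition above a per-plate cutoff, the plate mean of test compounds plus 3 SD, cut at about 30% in these data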;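 also: 0% = DMSO wells with GLD-1 and probe and 100% = wells lacking GLD-1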
# Target sequence (Q17339 whole entry, looked up): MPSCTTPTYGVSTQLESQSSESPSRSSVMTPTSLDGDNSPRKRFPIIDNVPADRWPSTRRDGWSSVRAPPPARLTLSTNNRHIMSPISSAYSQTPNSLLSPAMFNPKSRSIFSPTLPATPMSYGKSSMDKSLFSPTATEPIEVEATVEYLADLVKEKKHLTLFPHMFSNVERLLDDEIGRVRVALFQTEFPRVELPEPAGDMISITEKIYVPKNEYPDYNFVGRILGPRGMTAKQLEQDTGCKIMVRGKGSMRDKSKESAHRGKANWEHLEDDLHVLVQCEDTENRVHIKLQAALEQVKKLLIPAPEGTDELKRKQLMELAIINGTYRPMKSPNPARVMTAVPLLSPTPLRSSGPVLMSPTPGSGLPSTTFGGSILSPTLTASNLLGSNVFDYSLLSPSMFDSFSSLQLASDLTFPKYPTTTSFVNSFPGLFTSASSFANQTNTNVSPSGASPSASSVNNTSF
# MEX-5 binding = MEX-5 zinc finger RNA-binding disruptors – biochemical, C. elegans, fluorescence polarization, MLPCN library, primary screen; Zinc finger protein mex-5 (Caenorhabditis elegans), Q9XUB2; MEX-5/FITC-TCR2 RNA binding; active compounds read low; activity score (negative = inhibition of binding), % at 10 µM; hit rate 0.38% among 300,000; AID 1832, 2009;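 active = inhibition past about -25% in most replicates, and total fluorescence under double the plate's negative control median, limit read from the data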;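 also: 0% = DMSO and -100% = 5 µM competing unlabeled TCR2 RNA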
# Target sequence (Q9XUB2 whole entry, looked up): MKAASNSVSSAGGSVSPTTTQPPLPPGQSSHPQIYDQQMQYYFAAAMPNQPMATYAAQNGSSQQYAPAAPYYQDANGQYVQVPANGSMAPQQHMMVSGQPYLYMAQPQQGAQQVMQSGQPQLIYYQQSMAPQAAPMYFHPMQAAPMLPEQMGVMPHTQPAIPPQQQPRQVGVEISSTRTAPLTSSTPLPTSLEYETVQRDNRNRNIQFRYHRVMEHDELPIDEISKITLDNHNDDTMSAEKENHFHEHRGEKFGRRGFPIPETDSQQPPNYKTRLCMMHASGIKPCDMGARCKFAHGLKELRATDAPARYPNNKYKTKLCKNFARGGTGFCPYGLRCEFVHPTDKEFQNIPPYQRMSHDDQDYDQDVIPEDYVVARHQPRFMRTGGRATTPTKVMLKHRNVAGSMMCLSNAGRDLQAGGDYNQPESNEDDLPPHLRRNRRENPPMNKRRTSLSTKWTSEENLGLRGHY
# Efflux pump inh = inhibitors of Candida efflux pumps in yeast, primary screen, S. cerevisiae, Nile Red, multiplex | S. cerevisiae Candida pump triplex | AID 485275, 2010 | inhibition, % at 10 µM | hit rate 0.44% among 330,000;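 active = plate passing quality check with inhibition over a set limit, or well fluorescence over plate mean plus 4 SD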;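 also: Nile Red retained in pooled yeast measured as flow cytometry median fluorescence; 0% = buffer negative control and 100% = Enniatin B positive control; higher means more Nile Red kept so more efflux inhibition; some compounds called inactive have numbers as strong as hits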
# EBNA-1 inhibitor = EBNA-1 DNA-binding inhibitors, primary screen, biochemical, fluorescence polarization; inhibition, % at 14.8 µM; hit rate 0.34% among 300,000; AID 1950, 2009; in the data active = inhibition above about 28%
# Yeast superoxide = reduction of superoxide in aged yeast, primary screen, HTS; superoxide response (% of plate mean), % at 10 µM; S. cerevisiae aged cells, superoxide DHE fluorescence; active compounds read low; hit rate 0.18% among 330,000;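 active = superoxide response under a set limit, about three screen SD below normal, cut at about 65% in these data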;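 also: yeast aged for seven days with compound at 30 °C before DHE staining; 100% = average MFI of all compound-treated wells on the plate with controls excluded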
# The depositor's hits bear a star; nt = no result given. This is a random part of the collection, and some 2.3% of all compounds hit somewhere here.
SMILES,BCLXL inh,ZTA counter,MCL1 BIM primary,Fam108B counter,GLD-1 RNA inh,MEX-5 binding,Efflux pump inh,EBNA-1 inhibitor,Yeast superoxide
O=c1cc(-c2ccccc2Cl)oc2c(NS(=O)(=O)c3cccs3)ccc(O)c12,-3,-18,6,2,-4,-3.5,-0.1,-6,95
CC(C)CCN(C(=O)c1csnn1)C(C(=O)NC1CCCC1)c1ccc(F)cc1 (configuration not stated),2,-10,8,4,-1,-1.5,0.4,-17,115
CC(C)NC(=O)Cn1nnc(-c2cccc(NC(=O)c3ccccc3F)c2)n1,3,-18,11,1,2,4.4,-0.1,6,101
COc1cc(/C=N/Nc2nc3ccccc3o2)cc(OC)c1O,-1,6,5,2,2,-1.9,-0.1,7,88
CCOC(=O)C1CCN(c2c(N3CCCCCC3)c(=O)c2=O)CC1,7,0,4,3,1,1.7,0.0,-1,95
O=C(O)C1CCCCC1C(=O)NCCCn1ccnc1 (configuration not stated),-3,-2,-3,-3,3,-0.6,0.1,0,112
Cc1ccc(OCC(=O)NNC(=O)C2CSC3(C)CCC(=O)N23)cc1 (configuration not stated),-1,2,5,0,6,0.5,0.0,1,95
CCOC(=O)c1sc2ncn(CC(=O)N(CC)CC)c(=O)c2c1C,2,-23,-4,3,5,1.3,0.0,0,107
O=C(NCCS(=O)(=O)N1CCN(c2cccc(Cl)c2)CC1)c1ccco1,5,-1,0,5,2,-0.4,-0.1,-7,100
C/C(CCc1oc2c(Br)cc(Br)cc2c1-c1ccc(C)o1)=N\O,-1,6,4,-2,0,1.9,-0.1,5,84
CCNC(=O)CNC(=O)c1nn(Cc2ccccc2)c(=O)c2ccccc12,3,-13,-1,2,3,0.1,-0.4,-5,93
O=C(CN(c1ccccc1Cl)S(=O)(=O)c1ccccc1)N/N=C/c1ccccc1C(=O)O,7,15,6,1,2,0.3,0.0,-3,106
Cc1cc(OCC(=O)Nc2ccccn2)c2c(C)cc(=O)oc2c1,0,4,3,-6,5,-1.7,0.1,1,112
O=S(=O)(c1ccc(Cl)cc1)N1CCC(c2nc3ccccc3[nH]2)CC1,6,-8,10,-1,3,0.7,0.0,-1,94
O=C(CN(C(=O)c1csnn1)c1cccc(C(F)(F)F)c1)NCCc1ccccc1,4,-6,12,0,7,1.1,0.0,1,119
CC(NC(=O)CN1C(=O)NC2(CCCC2)C1=O)c1ccc2ccccc2c1 (configuration not stated),-3,8,-3,nt,-2,nt,-0.2,nt,101
CC(=O)c1nn(-c2ccc(Cl)cc2)cc1C(=O)c1ccccc1,5,9,0,-1,1,nt,0.0,8,108
COc1ccc(-c2noc(C3CCCN(C(=O)c4c(F)cccc4F)C3)n2)cc1OC (configuration not stated),8,-5,-4,-5,2,-1.2,-0.1,-4,108
CCCCCC(=O)NC(=S)Nc1cccc(-c2nc3ncccc3o2)c1,7,3,2,-2,1,-1.2,0.0,-9,103
Cc1cc(C=O)c(C)n1-c1sc2c(c1C(=O)O)CCCC2,2,12,4,1,2,0.0,-0.1,10,91
COC(=O)c1ccc(S(=O)(=O)N2CCCN(Cc3ccccc3)CC2)n1C,1,11,5,-3,0,-1.8,0.1,6,97
Cc1ccc(N2CCN(S(=O)(=O)c3ccc(F)c(C)c3)CC2)c(C)c1,5,21,4,6,5,-0.9,0.1,7,93
COc1ccc(S(=O)(=O)N2CCCCCC2)cc1C(=O)N1CCN(c2ccccc2C)CC1,2,1,1,nt,-8,nt,0.2,nt,86
CNC(=O)c1sc(N2N=C3/C(=C/c4ccccc4)CCCC3C2c2ccccc2)nc1C (configuration not stated),-12,-8,-31,-10,-7,-19,0.1,-6,86
CCOc1ccc(CN(C)C(=O)c2ccc(=O)[nH]c2)cc1,-1,0,-11,2,1,0.2,0.0,-6,101
COc1ccc(CN(C)C(=O)C2CSC3(C)CCC(=O)N23)cc1 (configuration not stated),4,9,3,-1,2,0.5,-0.1,-3,100
O=c1c2ccccc2n(CC(O)CN2CCCCC2)c2ccccc12 (configuration not stated),0,-15,-1,-2,0,0.9,0.1,-9,102
CSc1snc(SCC(N)=O)c1C#N,-7,10,-24,3,-5,1.7,0.1,-1,108
CCCC(=O)Nc1cc(OC)c(OC)cc1C(=O)O,1,14,0,2,3,-3.0,0.0,1,104
CC1(C)Cc2nc(NCCCO)c(C#N)cc2CO1,9,11,2,0,5,-0.3,0.0,8,102
COc1ccc(C(=O)Nc2ccc3c(c2)C(=O)N(C)C3=O)cc1OC,6,-10,6,1,-1,0.5,0.0,-14,110
O=C(Nc1ccncc1)c1cccc2ccccc12,3,-6,-4,1,1,-0.4,0.1,-6,107
CC(=O)N1CCc2cc(S(=O)(=O)NC(C(=O)N3CCN(c4ccccc4F)CC3)C(C)C)ccc21 (configuration not stated),-1,-1,-1,-1,0,-1.2,0.1,11,86
CC(=O)N1c2ccc(S(=O)(=O)N(C)CC(=O)NC3CCCCC3C)cc2CC1C (configuration not stated),20,-9,1,-1,2,-6.0,0.0,-1,78
CC1CN(CC(=O)NCc2ccc(F)cc2)CC(C)O1 (configuration not stated),2,-10,-8,-1,-5,-1.6,0.1,-15,90
CN(Cc1ccccc1)c1cc(Cl)nc(N)n1,2,-5,-5,-5,-12,0.4,0.1,3,115
CC1(c2ccccc2)NC(=O)N(CC(=O)Nc2ccccc2N2CCCC2)C1=O (configuration not stated),-2,5,2,3,11,1.1,-0.1,-2,108
CCOC(=O)N1CCN(CC(=O)N2c3ccccc3Sc3ccccc32)CC1,7,-13,-1,9,-12,0.5,0.3,9,108
Cc1ccc(-n2c(C)cc(C(=O)COC(=O)c3c(C)noc3C)c2C)cc1,6,-5,7,-1,9,1.3,0.0,5,100
CSc1c[n+]2c(n1C)CCC2,-10,0,-21,0,3,1.6,0.1,4,97
O=C(COC(=O)c1ccc[nH]c1=O)NCCCc1ccccc1,-7,15,-8,nt,-1,nt,0.1,nt,95
COc1cccc2cc(-c3cn4cccc(C)c4n3)c(=O)oc12,4,-4,2,5,-5,2.7,0.2,-9,104
COc1ccc(OC)c(CNC(=O)C2CCN(S(=O)(=O)N3CCC(C)CC3)CC2)c1,1,12,4,4,-2,-2.5,-0.2,-4,106
COc1ccc(C(=O)Nc2ccc(N3CCCC3)cc2)cc1Br,2,18,18,3,4,-1.6,0.0,-2,93
O=C(O)CCc1ccc(-c2cccs2)n1CC1CCCO1 (configuration not stated),12,-11,8,3,-2,1.3,0.0,-2,113
CCCCOc1ccc(C(=O)OC2CC(C)N(C)CC2C)cc1 (configuration not stated),3,-7,4,-2,-4,1.2,0.2,-10,107
COc1ccc(C(CNC(=O)C(CCSC)NC(=O)c2ccccc2OC)N2CCCCC2)cc1 (configuration not stated),0,-9,3,-2,-2,3.5,-0.2,2,104
Cc1onc(-c2ccccc2)c1C(=O)NNC(=S)NC(=O)/C=C/c1cccs1,10,-7,15,8,-3,1.3,-0.2,10,99
CC1CCN(S(=O)(=O)N2CCC(C(=O)NCc3ccc4c(c3)OCO4)CC2)CC1,6,10,3,-1,2,-0.9,0.2,-2,99
O=C(Nc1cnc2ccccn2c1=O)c1ccc(Cl)cc1Cl,-3,-11,-1,0,0,4.1,0.0,0,91
CCN(CC(=O)Nc1ccc(C(C)=O)cc1)CC(=O)Nc1ccccc1C(F)(F)F,-16,-2,-21,0,3,1.0,0.0,1,109
CCN(CC(=O)NC(=O)NCc1ccccc1)Cc1ccccc1,3,-1,5,-2,2,-1.1,0.2,0,93
CCCCn1nnc(NC(=S)NC(=O)c2ccc(OCC)c([N+](=O)[O-])c2)n1,6,-7,3,-4,11,-1.0,0.0,6,96
N#CCCN(Cc1cccnc1)C(=S)NC(=O)c1ccc(S(=O)(=O)N2CCCC2)cc1,-10,4,-6,-2,13,-2.6,-0.1,2,93
O=C(NCc1cccc(C(F)(F)F)c1)c1cc(Cl)cc(Cl)c1,2,-4,8,-9,-6,1.6,-0.1,-10,75
COc1ccc(C(=O)NCc2ccccc2OC)cc1,1,8,0,0,3,-1.7,0.0,1,118
COc1ccc(C2/C=C\CN(CC3CC3)CC(=O)N2Cc2ccc(F)cc2)cc1 (configuration not stated),2,-16,4,1,0,-1.3,nt,10,nt
CCOC(=O)C1C(=O)C(C(=O)OCC)C(c2cccnc2)NC1c1cccnc1 (configuration not stated),3,7,-3,3,0,-1.9,-0.1,5,91
O=C(Cn1cc(C(F)(F)F)ccc1=O)Nc1ccccc1,-2,7,-3,-1,-8,1.9,0.2,-4,97
COc1cc(NC(=O)CCS(=O)(=O)c2ccc3nc(C)sc3c2)cc(OC)c1OC,2,3,-8,6,7,0.4,-0.1,-11,101

# A different layout for part of the listing above:
# Below each compound – BCLXL inh	ZTA counter	MCL1 BIM primary	Fam108B counter	GLD-1 RNA inh	MEX-5 binding	Efflux pump inh	EBNA-1 inhibitor	Yeast superoxide
- CCOC(=O)C1C(=O)C(C(=O)OCC)C(c2cccnc2)NC1c1cccnc1 (configuration not stated)
→ 3	7	-3	3	0	-1.9	-0.1	5	91
- O=C(Cn1cc(C(F)(F)F)ccc1=O)Nc1ccccc1
→ -2	7	-3	-1	-8	1.9	0.2	-4	97

# Going on with the list.
SMILES,BCLXL inh,ZTA counter,MCL1 BIM primary,Fam108B counter,GLD-1 RNA inh,MEX-5 binding,Efflux pump inh,EBNA-1 inhibitor,Yeast superoxide
Cc1cc(Cl)ccc1Oc1cccc(C(=O)/C(C#N)=C/N(C)C)c1,0,-13,-6,-6,0,-0.5,0.0,-6,91
COCCCN1C(=O)c2ccc(C(=O)N3CCN(c4ccccc4OC)CC3)cc2C1=O,4,3,4,7,3,0.7,-0.2,-4,77
c1ccc(Oc2ccc3ccccc3n2)cc1,-11,5,-32,1,4,-0.4,0.3,2,103
Cc1ccc(-c2cc(C(=O)NC3=NCCS3)c3cc(Br)ccc3n2)o1,13,2,24,-7,-1,-2.9,0.1,0,133
COc1ccc(-n2nnc3c(=O)n(CC(=O)OCc4ccccc4)cnc32)cc1,1,-8,-4,0,2,0.1,-0.1,-9,93
COC(=O)CN1C(=S)N(c2ccc(Cl)cc2)C(=O)C1CC(=O)Nc1ccc(Cl)cc1 (configuration not stated),-1,-11,-7,-23,2,0.8,0.5*,-18,111
CC(C)(C)C(=O)Nc1ccc2c(c1)OCCOCCOc1cc(NC(=O)C(C)(C)C)ccc1OCCOCCO2,-4,4,-1,-4,-9,-0.2,-0.1,2,80
COc1ccc(-n2nnnc2CNC(=O)c2ccc(S(=O)(=O)N3CCOCC3)cc2)cc1,-3,-4,0,2,1,0.6,-0.1,-7,60*
COc1ccc(C2=CSC3=NCCN23)cc1Cl,1,-8,16,0,1,0.2,-0.1,-2,97
Cc1ccccc1S(=O)(=O)NCC1CCCO1 (configuration not stated),1,1,2,0,3,2.4,0.0,-2,102
NS(=O)(=O)c1ccc(N2CCN(CCOc3ccc(Cl)cc3)CC2)nc1,5,-9,1,4,-2,-0.3,0.1,-18,94
CNC(=O)CN1C(=O)C2C3C=CC(C3)C2C1=O (configuration not stated),1,-13,-3,1,6,1.1,-0.2,13,126
CCOP(=O)(c1ccccc1)C1(C#N)CCCC1 (configuration not stated),3,6,3,-8,0,1.0,0.0,-10,104

# Bioassay records: PubChem, several laboratories
